PRMT1 FP inh = inhibitors of human PRMT1. recombinant PRMT1, activity-based probe fluorescence polarization. Q99873. AID 652257. inhibition, % at 2.79 µM. 1.3% of 370,000 active;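 active = inhibition above about 21% made by adding two undisclosed values, limit read from the data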
mABHD4 FP = ABHD4 (mouse) inhibition, primary FP screen; purified mABHD4, FP-Rh probe fluorescence polarization; 0.54% of 370,000 active; Q8VD66; AID 720543; inhibition, % at 8.92 µM;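 active = inhibition exceeding the mean over every tested compound plus 3 SD, cut at about 30% in these data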;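 also: 0% = plate median of compound wells and 100% = S159A mutant with DMSO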
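Test system: mouse ABHD4 enzyme, wild type. Reagent: FP-Rh fluorescent activity-based probe, added after compound pre-incubation. Timing: pre-incubation 45 min, probe exposure 60 min, at 25 °C. Technique: FP readout, ex 525 nm / em 598 nm. Benchmarks: high control S159A mutant with DMSO, low control median of compound wells.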
PG9 Ab binder = binds the HIV-1 gp120 antibody PG9 | TR-FRET gp120-PG9 antibody binding | AID 624416 | inhibition, % at 6.7 µM | 0.43% of 360,000 active; in the data active = inhibition above about 8.5%
LEDGF integ inh = blocks HIV-1 LEDGF/p75-dependent DNA integration. TR-FRET IN-LEDGF/p75 DNA integration, Eu/Cy5. inhibition, % at 3.7 µM. 0.64% of 370,000 active. AID 743269;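 active = inhibition above the screen-wide mean plus 3 SD, cut at about 13% in these data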;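 also: signal is the Cy5 over europium emission ratio at 671 and 618 nm; 0% = plate median of compound wells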
Rev-erbA mod = modulates human Rev-erb alpha binding to DNA | P20393 | Rev-erbα–FITC-DNA binding, fluorescence polarization, 90 min | activity, % at 10 µM | 0.79% of 370,000 active | AID 1259318;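 active = activity above about 14%, limit read from the data; passing the limit was not always enough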;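 also: 0% = DMSO wells with 35 nM protein and 100% = DMSO wells with 750 nM protein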
Target sequence (P20393 whole entry, looked up): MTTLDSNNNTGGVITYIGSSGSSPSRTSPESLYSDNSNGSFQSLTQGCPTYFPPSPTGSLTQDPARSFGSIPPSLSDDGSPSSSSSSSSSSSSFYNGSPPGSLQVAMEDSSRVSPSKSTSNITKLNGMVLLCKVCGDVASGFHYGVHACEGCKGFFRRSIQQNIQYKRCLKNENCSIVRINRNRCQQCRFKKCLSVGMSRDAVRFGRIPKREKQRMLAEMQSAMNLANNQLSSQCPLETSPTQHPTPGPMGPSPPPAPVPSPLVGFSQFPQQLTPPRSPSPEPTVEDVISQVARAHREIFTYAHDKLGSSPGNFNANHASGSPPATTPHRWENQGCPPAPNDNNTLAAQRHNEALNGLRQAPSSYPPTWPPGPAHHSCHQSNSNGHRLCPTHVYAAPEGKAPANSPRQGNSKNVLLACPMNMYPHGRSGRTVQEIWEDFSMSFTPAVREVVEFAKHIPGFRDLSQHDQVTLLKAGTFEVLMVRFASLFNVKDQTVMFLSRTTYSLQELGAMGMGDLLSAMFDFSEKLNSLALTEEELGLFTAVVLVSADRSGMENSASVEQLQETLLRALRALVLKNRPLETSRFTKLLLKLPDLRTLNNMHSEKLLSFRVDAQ
HTRA1 inhibitor = inhibitors of human serine peptidase HTRA1; recombinant HTRA1, FP-rhodamine activity-based probe, fluorescence polarization; inhibition, % at 5.96 µM; 0.5% of 340,000 active; in the data active = inhibition above about 36%;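 also: 0% = enzyme with DMSO and 100% = wells lacking enzyme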
Target sequence (Q92743 whole entry, looked up): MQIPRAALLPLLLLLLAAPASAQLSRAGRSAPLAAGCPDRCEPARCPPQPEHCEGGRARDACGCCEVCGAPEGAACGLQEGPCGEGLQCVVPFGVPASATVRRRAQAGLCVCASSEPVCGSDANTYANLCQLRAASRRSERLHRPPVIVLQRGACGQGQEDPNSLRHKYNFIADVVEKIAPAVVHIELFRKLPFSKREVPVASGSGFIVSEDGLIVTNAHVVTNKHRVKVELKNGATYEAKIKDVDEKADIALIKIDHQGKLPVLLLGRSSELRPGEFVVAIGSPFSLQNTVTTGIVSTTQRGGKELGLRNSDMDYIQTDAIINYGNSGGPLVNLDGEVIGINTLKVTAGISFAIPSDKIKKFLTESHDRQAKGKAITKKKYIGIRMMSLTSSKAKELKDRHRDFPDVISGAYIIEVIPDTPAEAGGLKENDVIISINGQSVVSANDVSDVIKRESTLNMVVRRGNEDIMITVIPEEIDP
rCAG binder = molecules binding r(CAG) RNA repeats | r(CAG) RNA repeat, TO-PRO-1 dye displacement fluorescence | inhibition, % at 3 µM | 1.3% of 370,000 active | AID 651821;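 active = inhibition above the plate cutoff, the mean of all test compounds on that plate plus 3 SD, cut at about 35% in these data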;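 also: 0% = DMSO alone and 100% = 100 µM mitoxantrone as full dye displacement; higher means more dye released from RNA so lower well fluorescence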
TCR-CD3 inh = inhibitors of human TCR-CD3 interaction | inhibition, % at 9.4 µM | AID 651800 | TAMRA-labeled TCR probe fluorescence, biochemical | 0.37% of 360,000 active; in the data active = inhibition above about 19%;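 also: recombinant mutant TCR 2C K166C tagged with TAMRA read by polarization; 0% = receptor in buffer alone and 100% = receptor with positive control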
TDP2 inh = TDP2 (human) inhibition, absorbance primary screen. recombinant TDP2, T5PNP hydrolysis, p-nitrophenol absorbance 415 nm. inhibition, % at 12.8 µM. 0.34% of 370,000 active;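 active = inhibition above the mean of all tested compounds plus 3 SD, set per campaign, cut at about 25% in these data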;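 also: 0% = DMSO with enzyme and 100% = buffer with substrate but no TDP2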
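System: recombinant human TDP2 / Amount: 120 nM TDP2 per well / Also added: 5 mM T5PNP chromogenic substrate / Doses: 12.8 µM single point, 1% DMSO / Incubation: 2 h at 37 °C / Detection: p-Nitrophenol epi absorbance / Evaluation: % inhibition relative to enzyme-containing and enzyme-free wells / Repeats: singlicate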
SIAE inh = blocks human sialic acid acetylesterase; Q9HAT2; SIAE FP-Rh probe binding, fluorescence polarization; 0.69% of 370,000 active; AID 1053197; inhibition, % at 9.66 µM;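 active = inhibition above a cutoff: mean of compounds within the control limits plus 3 SD of those, cut at about 17% in these data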;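 also: 0% = plate median of compound wells and 100% = probe without SIAE protein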
Active calls of the source: *; nt = not tested or not shown.

canonical_smiles,TCR-CD3 inh,SIAE inh,mABHD4 FP,HTRA1 inhibitor,PRMT1 FP inh,LEDGF integ inh,PG9 Ab binder,rCAG binder,Rev-erbA mod,TDP2 inh
C[n+]1cnc(-c2ccccc2)cc1-c1ccccc1,8,5,-7,4,1,2,-2.0,-1,-3,-1
COc1ccc(NC(=O)C2COc3ccccc3O2)cc1 (configuration not stated),7,8,4,-2,0,-8,-1.5,0,0,-4
COc1cc(OC)cc(C(=O)N2CCN(c3ncccn3)CC2)c1,7,-3,-2,-3,0,1,-1.9,-5,-3,-9
O=C(Cn1nc(-c2ccccc2)ccc1=O)NCCc1cccc(F)c1,nt,2,8,nt,1,-2,nt,1,-6,0
CNC(=O)CCCCC(=O)N/N=C/c1ccc(Cl)cc1Cl,-7,-4,-7,0,4,-1,1.4,0,5,-7
Nc1nc(SCC(=O)N2N=C(c3ccc(Cl)cc3)CC2c2ccco2)n[nH]1 (configuration not stated),11,1,-4,-1,1,0,-2.1,10,2,14
O=C1C2C3C=CC(C3)C2C(=O)N1CNc1ccccn1 (configuration not stated),5,-3,0,1,-2,-1,0.7,0,-3,3
COC(=O)c1cnc(NNC(=O)c2ccc([N+](=O)[O-])cc2)nc1C(F)(F)F,-11,-8,-29,-1,7,0,-0.8,0,4,-16
Cc1cc(=O)oc(C)c1C(=O)Nc1cnc2ccccc2c1,5,-3,6,1,0,-2,3.0,0,3,1
Cc1c(CCOC(=O)C23CC4(C)CC(C)(CC(C)(C4)C2)C3)sc[n+]1CC(=O)c1ccccc1,-10,0,-9,-33,-1,0,-1.3,3,4,-7
COc1cccc(C(=O)Nc2cc(C)ccc2NC(=O)COc2ccccc2)c1,5,-3,1,-3,0,2,-0.6,6,0,-6
C[C@H]1[C@@H](NC(=O)c2ccc(Cl)c(C(F)(F)F)c2)CC[C@@]23CCCN2C(=O)CCC[C@@H]13,nt,-1,0,nt,-1,2,nt,nt,-3,-3
CN(CC1CCCN(CCc2ccccc2F)C1)C(=O)c1cc2ccccc2o1 (configuration not stated),8,-3,5,2,-3,0,0.4,-1,1,-6
COc1ccccc1N1CCN(CCCNC(=O)C2CCCN(c3ncnc4c3nc3n4CCCCC3)C2)CC1 (configuration not stated),7,-3,-4,6,-5,0,-2.8,-9,-1,-19
COc1ccccc1N1CCN(C(=O)CCCn2c(=O)[nH]c3ccsc3c2=O)CC1,1,-6,-6,3,-3,9,-2.5,5,5,-5
O=c1cc(NCc2ccco2)[nH]c(=O)n1-c1ccc(Br)cc1,-9,1,5,4,0,-2,0.8,9,-5,-10
Cc1ccc(-c2c(C)sc3nc(CN4CCN(CC(=O)NC5CC5)CC4)[nH]c(=O)c23)cc1,-5,3,18,-6,0,-6,-0.3,2,-5,-3
CCc1ccc(NS(=O)(=O)c2ccc3oc(=O)ccc3c2)cc1,2,6,-1,-5,-2,1,-2.3,3,3,12
Cc1nc2ccccc2nc1N1CCCC1,1,-8,-5,-8,0,3,0.9,-2,1,0
O=NN(C(=O)NCc1cccnc1)C1CCCCC1,6,3,2,nt,1,-1,0.3,2,1,2
COc1ccc(NC(=O)c2cn(C)c(=O)c3cc(OC)c(OC)cc23)c(OC)c1,-2,-2,-5,3,-2,0,0.9,-6,-3,9
Fc1ccc(/C=N/Nc2nc3ccccc3[nH]2)cc1F,0,8,10,14,-4,7,-4.1,-1,-2,-2
Cc1ccc(C(=O)NC2CC(=O)N(c3ccc4c(c3)OCCO4)C2)cc1[N+](=O)[O-] (configuration not stated),-1,4,4,0,-1,3,-3.2,-2,-4,5
CCOC(=O)C(=O)N(C)c1c(CC)nc2c(OCc3cccc(OC)c3)cccn12,-4,6,8,nt,7,-4,-0.4,-1,-10,0
O=C(O)C1CC=CCC1C(=O)NCCc1csc(-c2ccccc2)n1 (configuration not stated),-5,5,4,1,3,-3,-1.6,1,1,-7
CC(=O)Nc1ccc(C(=O)CN2C(=O)NC3(CCOc4ccccc43)C2=O)c(F)c1 (configuration not stated),4,19*,4,-11,4,1,-1.4,5,6,2
CC(=O)Oc1cccc(/C=c2\sc3nc(-c4ccco4)nn3c2=O)c1,6,3,-3,4,2,1,0.2,8,-2,1
CC(OC(=O)Cc1ccc(Cl)cc1)C(=O)NCCC1=CCCCC1 (configuration not stated),2,3,-2,-4,0,-3,-1.2,-4,0,13
CCC(CC)c1nnc(NC(=O)c2cccc(S(=O)(=O)N3CCc4ccccc43)c2)s1,7,-14,-29,-38,-1,0,-2.7,13,7,3
CSC1=NCCN1C(=O)c1ccc(S(=O)(=O)N2CCCC2)cc1,2,1,-3,-9,1,1,0.6,-2,-1,-1
CC(C)(C)c1ccc2c(c1)C(=O)c1ccccc1C2=O,-2,6,3,5,2,-4,-2.7,6,7,-4
O=C(CSc1nnnn1-c1ccc2c(c1)OCCO2)Nc1nc2c(s1)CCCC2,1,-2,-3,-16,1,1,-1.1,5,-2,-10
O=C(Cn1ncc2c([nH]c3ccccc32)c1=O)NCCCN1CCN(c2ccccc2)CC1,7,-5,5,-1,-3,2,-1.0,-4,4,-3
COc1ccc(-c2nc(CN3CCC(C(=O)NC4CC4)CC3)c(C)o2)cc1OC,3,-1,9,2,2,0,-1.3,-3,-2,14
Cc1cc(OCc2cc(C(=O)N3CCC(Oc4cccnc4)CC3)no2)cc(C)c1Cl,-3,-6,-5,-38,0,-1,0.1,-3,6,2
CC(C)C1C(=O)N(Cc2cn(CCC3OCCO3)nn2)CCS(=O)(=O)N1Cc1ccc(-c2cccc(CO)c2)cc1 (configuration not stated),6,-5,-2,-1,0,-1,0.1,4,-2,2
O=C(Nc1ccnn1C1CCNCC1)c1ccc2c(c1)OCO2,-2,-8,13,-2,10,-1,-11,15,-8,6
C=CCN1C(=O)C(Cc2ccc(OCC)cc2)SC1=Nc1ccc(C(=O)O)cc1 (configuration not stated),2,0,-5,-1,-1,-1,-1.6,12,1,-8
CC(C)c1ccc(NC(=O)CCN2C(=O)[C@@H]3Cc4ccccc4CN3C2=O)cc1,-1,-6,-3,1,2,-6,2.6,-6,-4,-10
Fc1ccc(CCN2CCN=C2Nc2ccccc2)cc1,2,2,-1,-3,1,1,-1.5,2,3,3

The list goes on (2 carried over from the part before).
canonical_smiles,TCR-CD3 inh,SIAE inh,mABHD4 FP,HTRA1 inhibitor,PRMT1 FP inh,LEDGF integ inh,PG9 Ab binder,rCAG binder,Rev-erbA mod,TDP2 inh
CC(C)c1ccc(NC(=O)CCN2C(=O)[C@@H]3Cc4ccccc4CN3C2=O)cc1,-1,-6,-3,1,2,-6,2.6,-6,-4,-10
Fc1ccc(CCN2CCN=C2Nc2ccccc2)cc1,2,2,-1,-3,1,1,-1.5,2,3,3
N/C(=N\OC(=O)Cc1ccccc1)c1ccc(Br)cc1,3,-1,-5,-8,-5,5,-1.0,-1,3,-5
CCOC(=O)C1CCN(C(=O)c2cccnc2Cl)CC1,7,0,2,-1,-1,-1,0.8,1,3,0
Cc1ccc(/C=C/c2nnc(-c3ccccc3)o2)cc1,5,-5,-10,-10,0,-6,-0.2,-1,-2,1
CCOc1ccc(CCNC(=O)COC(=O)/C=C/c2ccco2)cc1OCC,-2,-4,-7,-6,-1,3,-1.4,-7,-8,-13
O=C(Nc1cccc(NC(=O)c2ccc3c(c2)OCO3)c1)c1ccccc1,-10,-6,-2,-27,-4,7,-0.7,4,-8,-17
O=C(COc1cc(Cl)c(Cl)cc1Cl)NC(=O)NC1CCCC1,-8,-5,2,2,1,0,0.9,-3,3,-4
Cc1nnc2sc(SCc3ccc(Cl)cc3)nn2c1=O,-6,3,3,3,1,0,0.1,-3,1,1
NC(=O)COC(=O)c1ccc(Cl)c(S(=O)(=O)N(Cc2ccccc2)c2ccc(Cl)cc2)c1,-1,-10,-49,-67,1,-2,-1.0,5,1,-6
O=C(C1CC1)N1CCc2cc(Br)cc(S(=O)(=O)NCCCN3CCCCC3)c21,-5,2,-9,-5,-3,3,-2.1,1,4,10
CCC(=O)N1N=C(c2c(O)n(C)c(=O)n(C)c2=O)CC1c1ccccc1 (configuration not stated),-7,2,2,3,-1,-1,-2.9,1,0,3
CCc1cccc(C)c1NC(=O)COC(=O)CNC(=O)c1cccs1,0,-6,5,0,1,2,-0.9,0,-7,7
CN1CCN(S(=O)(=O)c2ccc(NC(=O)c3ccc(F)cc3)cc2)CC1,11,3,8,-1,-2,-4,-2.6,2,-8,-5
CCOC(=O)c1c(NC(=S)Nc2cccc(C)c2)sc2c1CC(C)(C)SC2,0,-13,-12,-34,3,1,3.5,30,6,-1
CN(C)S(=O)(=O)c1cccc(NC(=O)COC(=O)c2cc3ccccc3oc2=O)c1,1,-2,1,-3,4,-5,1.1,3,0,-7
CCc1sc(C(=O)NCCCn2ccnc2)cc1Br,7,-3,-1,2,-1,4,-1.4,-3,-6,-8
CC(=O)N(Cc1ccc2c(c1)OCO2)C1CC(=O)N(CCc2ccccc2)C1=O (configuration not stated),-2,1,-1,2,4,0,-0.2,-2,1,-3
C(=C/c1nccc2c1[nH]c1ccccc12)/c1ccc2c(c1)OCO2,-4,14,1,-21,1,-2,-2.0,8,7,-6
CCN1C(=O)[C@H]2[C@@H](c3ccc(C)cc3)N3C(=O)N(c4ccccc4)C(=O)[C@@]3(Cc3ccccc3)[C@H]2C1=O,-7,-4,-5,1,-2,1,0.3,-2,2,3
CC1=NN(C(=S)Nc2ccccc2)C(C)(C)C1,3,11,1,1,-2,-3,0.2,0,-1,-6
C=CCOc1ccc(/C(O)=C2\C(=O)C(=O)N(CCCOC)C2c2ccc(O)c(OC)c2)cc1 (configuration not stated),-7,1,11,2,3,-6,-0.3,4,-1,-2
Cc1cnc(C(=O)Nc2cccc3cccnc23)cn1,1,-7,15,-1,1,-2,0.7,0,-2,1
COc1ccc(S(=O)(=O)Nc2nc3ccccc3nc2Nc2cccc(C(=O)O)c2)cc1,-7,0,6,8,0,-1,0.1,31,-3,-10
CC(NC(=O)/C=C/c1ccccc1[N+](=O)[O-])C1CC2CCC1C2 (configuration not stated),14,-6,-5,4,1,-5,-0.5,1,0,-9
CCOCCCn1c(SCC(=O)NCc2ccco2)nc2c(sc3ccccc32)c1=O,1,1,-9,-10,-3,2,-4.1,-2,0,-3
Nc1ccc2nc(SCc3ccccc3F)sc2c1,0,15,9,8,0,0,-4.4,4,-4,14
CCN(CC)CCNC(=O)c1ccc(NC(=O)Cc2ccc(OC)c(S(=O)(=O)N3CCOCC3)c2)cc1,-4,-3,7,3,-1,4,0.1,5,-6,-2
C=CC[C@H](CC(=O)NCCO)C(=O)N[C@H](COC(=O)[C@@H](CC=C)Cc1ccc(F)cc1)Cc1ccccc1,2,4,2,-8,-1,2,1.4,-10,7,-8

Assay outcomes deposited in PubChem BioAssay by several laboratories.

A portion of the library. The share of hits here may be higher or lower than overall.
